From PubChem BioAssay
eLon inh: inhibitors of E. coli Lon protease, primary screen, biochemical, fluorescence polarization; P0A9M0; purified E. coli Lon protease; inhibition, % at 7.94 µM; 0.42% of 360,000 active; AID 602123, 2011; in the data active means inhibition above about 13%, passing the limit was not always enough;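 further: 0% = enzyme with probe and DMSO and 100% = no enzyme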
Rpn11 inh: Rpn11 (PSMD14) deubiquitinase inhibitors, primary screen, biochemical, fluorescence polarization, uHTS; 26S proteasome non-ATPase regulatory subunit 14 (Homo sapiens), O00487; human 26S proteasome, Ub4-pepOG fluorescence polarization; 20S core pre-blocked with epoxomicin; calls only at 20 µM; 0.59% of 360,000 active;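 active means inhibition at 20 µM, scaled to each plate's controls, above about 33%, limit read from the data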
Target sequence (O00487 whole entry, looked up): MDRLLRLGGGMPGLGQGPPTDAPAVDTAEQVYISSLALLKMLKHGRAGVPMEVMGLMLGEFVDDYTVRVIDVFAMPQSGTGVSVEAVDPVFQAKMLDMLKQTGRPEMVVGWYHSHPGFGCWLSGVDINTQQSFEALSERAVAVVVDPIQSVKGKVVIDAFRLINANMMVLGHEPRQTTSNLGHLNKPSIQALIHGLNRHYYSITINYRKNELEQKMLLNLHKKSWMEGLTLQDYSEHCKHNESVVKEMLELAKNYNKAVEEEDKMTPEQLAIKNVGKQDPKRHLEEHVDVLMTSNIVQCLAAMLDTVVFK
CSN inh: inhibitors of CSN-mediated cullin deneddylation, primary screen, biochemical, fluorescence polarization, uHTS; Purified CSN, SCF-Nedd8-OG deneddylation; inhibition, % at 12.5 µM; 0.38% of 360,000 active;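 active means pattern-corrected inhibition above about 35%, with an unprinted fluorescence ratio check between 0.5 and 1.5, limit read from the data, passing the limit was not always enough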;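 further: 0% = enzyme with substrate and 100% = substrate without enzyme; some results filed as inactive read as strong as hits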
Target sequence (Q92905 whole entry, looked up, one chain of several): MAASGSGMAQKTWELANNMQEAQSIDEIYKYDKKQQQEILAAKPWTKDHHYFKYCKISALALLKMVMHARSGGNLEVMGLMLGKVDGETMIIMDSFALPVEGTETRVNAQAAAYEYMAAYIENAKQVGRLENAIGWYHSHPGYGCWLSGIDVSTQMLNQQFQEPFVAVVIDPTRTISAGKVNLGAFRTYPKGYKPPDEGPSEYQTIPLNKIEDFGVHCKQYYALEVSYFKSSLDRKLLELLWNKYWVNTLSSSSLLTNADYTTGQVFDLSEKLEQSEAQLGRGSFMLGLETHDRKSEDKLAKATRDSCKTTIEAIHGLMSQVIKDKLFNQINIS
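Assay system: Purified human Csn5 enzyme expressed in HEK293T cells | Amount: Enzyme 0.24 nM | Measured by: Fluorescence polarization readout | Medium: Tris/NaCl/DTT buffer, pH 7.5 | Compound dosing: One concentration, 12.5 µM, 0.25% DMSO | Times: 90 min incubation of compound, enzyme and substrate at room temperature | Control set: no-enzyme wells high, enzyme-with-substrate wells low | Read-out: % inhibition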
FAS-TE inh: FAS thioesterase domain inhibitors, primary screen, biochemical, fluorescence intensity, uHTS; Fatty acid synthase (Homo sapiens), P49327; recombinant FAS-TE, OMFH fluorogenic substrate, fluorescence endpoint; inhibition, % at 15 µM; 0.67% of 360,000 active; AID 602261, 2012;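 active means compounds whose normalised, plate-corrected inhibition of enzyme fluorescence in the single-dose primary screen is 50% or more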;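 further: 0% = DMSO with enzyme and 100% = substrate without enzyme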
PABP1 MLLE inh: inhibitors of PABP1 MLLE–PAM2 peptide binding, primary screen, biochemical, fluorescence polarization, FITC-PAM2, GST-MLLE. inhibition, % at 20 µM. AID 588489, 2011. Polyadenylate-binding protein 1 (Homo sapiens), P11940. 0.36% of 360,000 active; in the data active means inhibition above about 35%, passing the limit was not always enough;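 further: plate controls were DMSO wells with GST-MLLE for no effect and wells lacking GST-MLLE protein for full effect; some results filed as inactive read as strong as hits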
MT1-MMP act inh: blockers of MT1-MMP proenzyme processing, primary screen, HT1080 RFP-PRO-GFP cells, GFP/RFP fluorescence. AID 651647, 2012. GFP/RFP ratio fluorescence, overnight; percent of plate control window, DMSO zero. GFP/RFP ratio change, % at 20 µM. 0.061% of 360,000 active. Matrix metalloproteinase-14 (Homo sapiens), P50281;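 active means GFP/RFP ratio change of at least 30% with cell ATP level not reduced by more than half and red fluorescence within 50% of control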; further: strong numbers were not always called active
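Test system: HT1080 RFP-PRO-GFP cells; Benchmarks: DMSO and RFP-L50D-GFP cell wells; Timing: cells overnight before dosing, compound overnight, 37 °C, 5% CO2; Compound: one 20 µM compound dose with 1% DMSO; Read-out: GFP/RFP fluorescence ratio.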
bovine MsrA act: bovine MsrA enzyme activators, primary screen, biochemical, absorbance, HTS; purified bovine MsrA, absorbance read-out; Methionine sulfoxide reductase A (Bos taurus); activation, % at 10.6 µM; 0.3% of 360,000 active; AID 602163, 2012; in the data active means activation above about 7.5%;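 further: 0% = vehicle and 100% = reference activator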
Rin1-Abl PPI inh: inhibitors of Rin1-Abl protein binding, primary screen, biochemical, TR-FRET; Tyrosine-protein kinase ABL1 (Homo sapiens) + Ras and Rab interactor 1 (Homo sapiens), …; inhibition, % at 7.35 µM; 0.4% of 360,000 active; AID 588664, 2011; in the data active means inhibition above about 5%, passing the limit was not always enough
MsrA inhibitor: bovine MsrA enzyme inhibitors, primary screen, biochemical, absorbance, HTS; inhibition, % at 15.5 µM; purified bovine MsrA, absorbance read-out; AID 651718, 2012; 0.75% of 360,000 active; Methionine sulfoxide reductase A (Bos taurus); in the data active means inhibition above about 4.5%;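 further: 0% = vehicle wells with enzyme and 100% = reference inhibitor wells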
Starred values were filed as active, the others as inactive; i = inactive; nt = no result given.

Every second line gives: eLon inh | Rpn11 inh | CSN inh | FAS-TE inh | PABP1 MLLE inh | MT1-MMP act inh | bovine MsrA act | Rin1-Abl PPI inh | MsrA inhibitor
COc1ccc(-c2[nH]ncc2CNC(C)c2cn(C)nc2C)c(F)c1 (configuration not stated)
  -1 | i | 4 | -9 | -5 | -15 | -1 | 2 | -1.4
Cc1cccc(NNC(=O)C(=O)NNc2cccc(C)c2)c1
  0 | i | -8 | 0 | 3 | -1 | -3 | -3 | 0.0
Cc1ccc(/C=N/NC(=O)c2ccc(-c3ccccc3)cc2)o1
  0 | i | -1 | 0 | 5 | 2 | -3 | 0 | 2.3
CN(C(=O)COC(=O)c1sc2ccccc2c1Cl)C1CCCCC1
  -10 | i | -15 | 32 | -5 | 3 | -5 | -4 | 0.3
O=C(Nn1cnnc1)c1cc2c(s1)CCCC2
  12 | i | -1 | -6 | -23 | 0 | -2 | -1 | -1.8
CN1CCc2c(sc(NC(=O)c3ccc4ccccc4c3)c2C(N)=O)C1
  -151 | nt | 33 | -2 | -57 | -14 | 0 | -8 | nt
COC(=O)c1ccccc1NC(=O)NCc1ccccc1
  -9 | i | 2 | -5 | 0 | -2 | -5 | 3 | -0.2
COc1ccccc1CN(C)C[C@H]1OCc2cnnn2CCCC(=O)N([C@H](C)CO)C[C@@H]1C
  -10 | i | 0 | -9 | -14 | 1 | -6 | 1 | 1.5
COc1cccc(-c2coc3cc4oc(=O)c(CC(=O)O)c(C)c4cc23)c1
  -6 | i | -1 | 0 | -1 | -3 | -4 | 3 | 0.6
NC(=O)NC(=O)COC(=O)c1cccc(NS(=O)(=O)/C=C/c2ccccc2)c1
  8 | i | 6 | -5 | -29 | 3 | -4 | 1 | -1.7
CC(=O)Nc1ccc(C2=NN(Cc3nnc(-c4ccccc4)o3)C(=O)SC2)cc1
  -13 | i | 3 | -5 | -5 | -2 | -3 | -2 | 2.1
Cc1ccc(C)c(Cn2nc(-c3cc(C)ccc3C)ccc2=O)c1
  3 | i | 2 | 16 | 5 | 0 | -5 | 1 | 0.2
O=C(c1cccc(F)c1)N1CCN(c2cccc(C(F)(F)F)c2)CC1
  -1 | i | 0 | 9 | -1 | 1 | 2 | 4 | 0.4
CCOC(=O)Cc1nnc(NC(=O)c2ccccc2OC)s1
  -5 | i | 1 | -9 | 2 | -5 | -4 | 0 | -1.0
CCN(c1ccccc1)S(=O)(=O)c1cccc(C(=O)NCC(c2ccc(F)cc2)N2CCOCC2)c1 (configuration not stated)
  1 | i | -4 | 3 | -5 | -3 | -2 | 3 | 0.5

9 consecutive records from above:
Every second line gives: eLon inh | Rpn11 inh | CSN inh | FAS-TE inh | PABP1 MLLE inh | MT1-MMP act inh | bovine MsrA act | Rin1-Abl PPI inh | MsrA inhibitor
O=C(Nn1cnnc1)c1cc2c(s1)CCCC2
  12 | i | -1 | -6 | -23 | 0 | -2 | -1 | -1.8
CN1CCc2c(sc(NC(=O)c3ccc4ccccc4c3)c2C(N)=O)C1
  -151 | nt | 33 | -2 | -57 | -14 | 0 | -8 | nt
COC(=O)c1ccccc1NC(=O)NCc1ccccc1
  -9 | i | 2 | -5 | 0 | -2 | -5 | 3 | -0.2
COc1ccccc1CN(C)C[C@H]1OCc2cnnn2CCCC(=O)N([C@H](C)CO)C[C@@H]1C
  -10 | i | 0 | -9 | -14 | 1 | -6 | 1 | 1.5
COc1cccc(-c2coc3cc4oc(=O)c(CC(=O)O)c(C)c4cc23)c1
  -6 | i | -1 | 0 | -1 | -3 | -4 | 3 | 0.6
NC(=O)NC(=O)COC(=O)c1cccc(NS(=O)(=O)/C=C/c2ccccc2)c1
  8 | i | 6 | -5 | -29 | 3 | -4 | 1 | -1.7
CC(=O)Nc1ccc(C2=NN(Cc3nnc(-c4ccccc4)o3)C(=O)SC2)cc1
  -13 | i | 3 | -5 | -5 | -2 | -3 | -2 | 2.1
Cc1ccc(C)c(Cn2nc(-c3cc(C)ccc3C)ccc2=O)c1
  3 | i | 2 | 16 | 5 | 0 | -5 | 1 | 0.2
O=C(c1cccc(F)c1)N1CCN(c2cccc(C(F)(F)F)c2)CC1
  -1 | i | 0 | 9 | -1 | 1 | 2 | 4 | 0.4

Carrying on:
Every second line gives: eLon inh | Rpn11 inh | CSN inh | FAS-TE inh | PABP1 MLLE inh | MT1-MMP act inh | bovine MsrA act | Rin1-Abl PPI inh | MsrA inhibitor
C#CCOCCOCCOCCNc1nc(N2CCN(C(=O)Cn3cc(CCO)nn3)CC2)nc(N2CCN(C(=O)[C@H](C(C)C)n3cc(CCO)nn3)CC2)n1
  -13 | i | 0 | -6 | -1 | 0 | 0 | 0 | -1.0
O=C(Nc1ccc(N2CCOCC2)nc1)c1ccc(F)cc1
  -13 | i | -3 | -5 | 3 | 7 | -5 | -6 | 1.2
Cc1ccc(C(=O)CC(=O)c2cc(Cl)ccc2O)cc1
  2 | i | -1 | 10 | 0 | 6 | -2 | -1 | -1.0
COc1ccc(-n2c(CSc3nc(C)cc(C)n3)nnc2SCC(=O)Nc2nccs2)cc1
  -5 | i | 7 | -4 | -7 | 1 | -3 | 1 | 0.7
COc1cc(CNC(=O)Nc2cccn3nc(COCCO)nc23)cc(OC)c1OC
  3 | i | -3 | -6 | -4 | 0 | -1 | -6 | 1.0
CCOc1ccc(C(C)=O)cc1COc1ccc(C)nc1[N+](=O)[O-]
  4 | i | 2 | 7 | -14 | 0 | -2 | 5 | 0.7
COc1ccc(CCNC(=O)NS(=O)(=O)c2ccc(C)cc2)cc1OC
  -1 | i | 0 | -4 | 2 | -5 | 4 | -1 | -1.3
O=C(CN(Cc1ccco1)C(=O)c1ccc([N+](=O)[O-])cc1)Nc1ccccc1C(F)(F)F
  -13 | i | 1 | 12 | 1 | 1 | -2 | 0 | -0.2
CCSC(=S)c1c(C)[nH]n(-c2ccccc2)c1=O
  1 | i | 2 | -6 | 18 | 5 | -9 | 2 | 2.3
CCCC(C)NC(=O)COC(=O)c1ccc2c(c1)C(=O)N(Cc1ccco1)C2=O (configuration not stated)
  -3 | i | 5 | 2 | -12 | 6 | -1 | 3 | -1.0
C=CC(O)Cc1c(C)n[nH]c1C (configuration not stated)
  0 | i | 0 | -7 | -10 | 4 | -7 | 1 | -0.1
COc1ccc(N2CC(C(=O)Nc3ccccc3N3CCCC3)CC2=O)c(OC)c1 (configuration not stated)
  -1 | i | 2 | -6 | -20 | -2 | -3 | 2 | -0.4
CSc1nc(-c2ccco2)nn1C(=O)c1ccco1
  0 | i | 1 | 14 | 13 | -1 | 0 | -5 | -0.2
COc1cccc(OCC(=O)Nc2ccccc2NC(C)=O)c1
  3 | i | 1 | -11 | 9 | 1 | -5 | 0 | -0.1
COc1ccc(CC(=O)N(CCC2=CCCCC2)c2c(N)n(Cc3ccccc3)c(=O)[nH]c2=O)cc1OC
  3 | i | 0 | 3 | 6 | 5 | -1 | 1 | -0.5
COc1ccccc1NC(=O)Cn1cncc1-c1ccc([N+](=O)[O-])cc1
  2 | i | 4 | 6 | 1 | 11 | -4 | -2 | 1.1
CC(C)CN1C(=O)c2ccccc2C1(O)Cc1ccccc1 (configuration not stated)
  -12 | i | -4 | 0 | -1 | -5 | -5 | 1 | -0.3
COC(=O)CSc1ncnc2c(C)csc12
  10 | i | -7 | -4 | -3 | -1 | -5 | -5 | -1.1
Cc1noc(C)c1C(=O)Nc1ccc2c(c1)CCC2
  1 | i | 1 | -5 | 4 | 1 | -3 | -2 | 1.1
O=C(O)CCc1ccc(-c2cccs2)n1NC(=O)c1ccccc1Br
  10 | i | 5 | -5 | -14 | -1 | -2 | -5 | 1.4
Cn1cc(Cc2ccc(C(=O)N3CCCCC3)cn2)c2ccccc21
  -1 | i | -4 | 0 | 3 | 0 | 1 | -3 | 1.3
COc1ccc(C(=O)O/N=C(/c2cccs2)C(C)(C)C)cc1
  -2 | i | 1 | 27 | 10 | -1 | -1 | 2 | 0.9
O=C(Nc1ccc(N2CCCCCC2)cc1)c1ccc[nH]1
  -4 | i | -3 | 2 | -12 | 2 | -2 | 3 | 1.1
O=c1[nH]c2ccccc2c(O)c1O
  8 | i | 5 | -4 | 30 | 12 | -1 | 20* | 0.8
C=CC[C@@]12C=C(OC)C(=O)C(OC)=C1O[C@H](c1ccc3c(c1)OCO3)[C@H]2C
  -9 | i | 2 | -2 | -1 | 5 | -2 | 1 | 1.0
Cc1ccccc1CSc1nccn1-c1ccccc1
  -1 | i | 2 | 2 | -24 | 0 | -7 | -1 | 0.6
CCOC(=O)N1CCN(c2c(NCCCN(CC)c3cccc(C)c3)c(=O)c2=O)CC1
  -8 | i | -1 | -1 | -8 | 5 | -7 | -2 | -0.6
CCOc1ccc(-c2cc(C(=O)N3CCCC3)c3ccccc3n2)cc1
  -3 | i | 2 | 1 | 6 | 2 | 5 | 1 | nt
CC(C)CN(C(=O)CN1C(=O)C2CCCCC2C1=O)c1c(N)n(Cc2ccccc2)c(=O)[nH]c1=O (configuration not stated)
  -12 | i | -3 | -6 | -10 | -2 | -2 | 1 | 0.8
CC(=O)C1CCCN(C(=O)c2ccc3nc(Cc4cccc(Cl)c4)oc3c2)C1 (configuration not stated)
  8 | i | 0 | -5 | -1 | 3 | -3 | -1 | -0.2
O=C(C1CCCN(S(=O)(=O)c2cnc[nH]2)C1)N1CC(=O)N(CCc2ccccc2)C(=O)C1 (configuration not stated)
  2 | i | -2 | -11 | -5 | 1 | -8 | 2 | nt
CN1C(=O)N(C)C(c2cccc([N+](=O)[O-])c2)C2=C1CCCC2=O (configuration not stated)
  0 | i | -2 | -1 | -5 | -3 | -2 | 1 | 1.0
CC(=O)Nc1cc(-c2ccc(C(=O)N3CCOCC3)cc2)cn2c(-c3ccccc3)cnc12
  -16 | i | 0 | 25 | -1 | -1 | -3 | 1 | -0.1
CC(CCc1ccccc1)NC(=O)COC(=O)c1cccn1C (configuration not stated)
  -4 | i | 1 | 1 | 10 | -4 | -3 | 0 | -0.8
O=C(N/C(=C/c1cccs1)C(=O)N1CCOCC1)c1ccccc1
  -10 | i | 2 | -1 | 3 | 1 | 0 | 0 | 0.2
O=C1NC(=S)SC1=C1CCCCCC1
  -4 | i | 8 | -4 | 9 | -2 | -1 | 0 | 2.8
O=C(CN1C(=O)CSc2cc(S(=O)(=O)N3CCCCCC3)ccc21)NCCc1ccccc1
  -10 | i | 4 | 50* | 10 | 4 | -4 | 6.1* | 1.5
Cc1cc(NC(=O)c2ccc(OCC3CCCO3)cc2)ccc1Br (configuration not stated)
  -9 | i | 3 | 4 | -16 | 7 | -5 | -2 | 0.8
COc1cc(/C=C/C(=O)OCC(=O)NC(=O)NC2CCCCC2)ccc1OC(F)F
  -3 | i | 3 | 15 | 5 | 3 | -4 | 0 | -1.2
Nc1cc2c(cc1N)-c1ccccc1C2
  -3 | i | 3 | 5 | -45 | 56 | -3 | -2 | -0.3
